Glioma ERSR ind: induces the endoplasmic reticulum stress response in human glioma cells. U87-MG GRP78 promoter luciferase reporter, 16 h. Potency, µM, inactives show at the top dose activation, hits mostly activators. hit rate 0.02% among 420,000; further: potency means the concentration at half of the fitted maximal effect; series mostly up to about 76 µM; % of control where 0% means no effect; nearly all actives have a fitted effect of over 35% in size
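Stably transfected U87-MG human glioma cells carrying a GRP78-based luminescent sensor were seeded at 1000 cells/well, pin-dosed with compounds and incubated 16 h. Luciferase reagent was then added, and end-point luminescence was read after 10 min at room temperature.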
D2 PAM: D2 dopamine receptor (human) potentiation. hit rate 0.34% among 340,000. AID 485347. P14416. potentiation, % at 10 µM. HEK293 T-REx D2, calcium flux, EC20 dopamine potentiation;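 active means potentiation over 3 SD above the plate norm, cut at about 30% in these data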; further: 0% is about no effect
Target sequence (P14416 whole entry, looked up): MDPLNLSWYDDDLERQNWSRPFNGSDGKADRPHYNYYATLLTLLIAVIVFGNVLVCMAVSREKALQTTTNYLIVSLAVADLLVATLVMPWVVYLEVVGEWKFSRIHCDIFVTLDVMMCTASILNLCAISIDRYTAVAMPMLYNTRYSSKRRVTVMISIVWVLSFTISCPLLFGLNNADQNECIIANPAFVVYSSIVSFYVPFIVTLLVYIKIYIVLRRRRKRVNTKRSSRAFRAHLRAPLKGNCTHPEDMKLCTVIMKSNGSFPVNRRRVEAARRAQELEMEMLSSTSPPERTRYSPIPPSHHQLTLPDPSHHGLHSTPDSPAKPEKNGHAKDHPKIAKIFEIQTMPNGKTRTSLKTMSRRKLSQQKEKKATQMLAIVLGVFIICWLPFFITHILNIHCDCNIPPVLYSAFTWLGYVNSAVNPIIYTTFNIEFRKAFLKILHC
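Potentiation of an EC20 dopamine calcium response is measured in a force-coupled, tetracycline-inducible Hek293 Trex D2 line. Compound-only kinetic reads over 180 s flag agonists before dopamine addition.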
D1 ag: human D1 receptor agonism; P21728; HEK293 T-REx D1 cells, calcium flux, agonist mode; activation, % at 2 µM; hit rate 1% among 360,000; AID 504660; in the data active means activation above about 30%; further: 0% is about no effect
Target sequence (P21728 whole entry, looked up): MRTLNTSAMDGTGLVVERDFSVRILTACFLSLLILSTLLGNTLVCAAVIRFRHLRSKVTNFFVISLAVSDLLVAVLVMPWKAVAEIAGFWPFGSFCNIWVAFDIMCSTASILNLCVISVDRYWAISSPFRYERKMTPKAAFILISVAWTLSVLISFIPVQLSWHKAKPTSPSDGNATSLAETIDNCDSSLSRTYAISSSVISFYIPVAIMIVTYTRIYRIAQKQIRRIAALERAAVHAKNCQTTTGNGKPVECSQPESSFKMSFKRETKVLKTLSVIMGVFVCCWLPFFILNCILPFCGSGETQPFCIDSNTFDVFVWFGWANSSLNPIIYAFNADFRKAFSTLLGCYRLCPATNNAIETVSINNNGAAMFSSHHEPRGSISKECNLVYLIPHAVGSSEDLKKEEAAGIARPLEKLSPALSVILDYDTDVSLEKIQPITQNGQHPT
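Agonism was scored from calcium flux recorded over 180 s (1 read/s) after pintool compound addition, following a 10-cycle baseline. Cells were inducible force-coupled HEK293 TREx D1, plated overnight at 30 C and loaded with no-wash calcium dye.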
Vif-APOBEC3F blk: Vif-A3F binding inhibition. HeLa A3F-eYFP + Vif (tagged APOBEC3F with the HIV-1 protein that degrades it), YFP fluorescence increase. Potency, µM (series often up to 46.1 µM), for inactives: at the highest dose activity, negative = active. hit rate 0.2% among 390,000. AID 602313; further: potency means the concentration at half of the fitted maximal effect; % of control where 0% means no effect; nearly all actives have a fitted effect of over 65% in size
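HeLa cells stably expressing A3F-eYFP plus Vif, plated and incubated overnight at 37 deg C, then exposed to compounds overnight at 37 deg C. Blocked degradation read as raised yellow fluorescence (Ex 488/Em 500-530).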
D1 PAM: potentiators of human D1 dopamine receptor; P21728; HEK293 TREx D1 cells, calcium flux, dopamine EC20 potentiation; potentiation, % at 10 µM; hit rate 0.036% among 360,000; AID 504651; in the data active means potentiation above about 30%; further: 0% is about no effect
LDHA inh: inhibitors of human lactate dehydrogenase A; P00338; purified LDHA, NADH/diaphorase-resazurin fluorescence; hits give low values; activity change, % (values are at about 110 or 230 µM); hit rate 0.15% among 480,000; AID 1347041; in the data active means activity change below about -30%; inconclusive means mostly about -25% to -30%;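 further: plate controls were DMSO wells for no effect and wells without enzyme for full effect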
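LDH5 2 nM; NADH 0.06 mM, pyruvate 0.2 mM; 200 mM Tris pH 7.4, EDTA, Tween-20; 5 min RT. Detection: diaphorase 0.133 mg/mL + resazurin 37 µM, fluorescence ex540/em590 at 0 and 20 min; normalized to enzyme-free and DMSO wells.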
RXFP1 agonist: activates the human relaxin receptor RXFP1; AID 2676; Potency, µM (highest dose often 57.5 µM), without a hit: at the highest dose activation, actives largely listed as activators; HEK293T-RXFP1 cAMP TR-FRET, 30 min; response scale: percent of porcine relaxin response, buffer zero; hit rate 0.3% among 370,000; Q9HBX9; further: potency means the concentration at half of the fitted maximal effect; on the % scale 0 is the no-effect control and ±100 the full control effect; nearly all actives have a fitted effect of over 60% in size; many of its hits are not listed in these tables
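HEK293T cells stably expressing RXFP1 were pretreated with the PDE4 inhibitor Ro 20174, exposed to compounds for 30 min at 37C, lysed, and cAMP was read by TR-FRET. Data normalized to buffer (basal) and 29 nM porcine relaxin (100%).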
Vif-APOBEC3G blk: Vif-A3G binding inhibition; Q9HC16; HeLa A3G-eYFP + Vif (tagged APOBEC3G with the HIV-1 protein that degrades it), YFP fluorescence, overnight; Potency, µM (highest dose often 46.1 µM), inactives show top-dose activity, negative = active, usual class: inhibitors; hit rate 0.076% among 410,000; AID 602310;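 further: potency means the concentration at half of the fitted maximal effect; on the % scale 0 is the no-effect control and ±100 the full control effect; nearly all actives have a fitted effect of over 60% in size; hits raise eYFP signal because A3G escapes Vif-driven loss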
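Read-out is eYFP fluorescence (Ex 488/Em 500-530) from Vif-expressing HeLa A3G-eYFP cells; more signal means A3G escaped Vif-mediated degradation. Cells plated overnight, compound pinned in, incubated overnight at 37 deg C.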
D1 antag: blocks dopamine activation of the human D1 receptor; P21728; HEK293 TREx D1 cells, calcium flux, dopamine EC80; hits give low values; activity change, negative = inhibition, % at 10 µM; hit rate 3.2% among 360,000; AID 504652; in the data active means activity change below about -30%; further: on the % scale 0 is the no-effect control and ±100 the full control effect
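HEK293 T-REx cells expressing inducible, force-coupled D1 receptor; no-wash Ca dye, 30–90 min RT. Cmpd → 180 s read at 1 Hz → EC80 DA → 180 s read.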
* hit, by the source's call; u = inconclusive; x = not tested or not shown; & = joins results of further samples. Unless noted, the call rests on the fitted dose curve; in most records, active means well fitted curve in the direction sought with a large enough effect; inconclusive means small, poorly fitted or top-dose-only effect, or another doubt; inactive means no such curve, though single readings can be large; an effect the other way counts as inactive or inconclusive. These rows are one share of the data. The share of hits here may be higher or lower than overall.

SMILES | Glioma ERSR ind | D2 PAM | D1 ag | Vif-APOBEC3F blk | D1 PAM | LDHA inh | RXFP1 agonist | Vif-APOBEC3G blk | D1 antag
CCCN(c1ccccc1C(=O)O)S(=O)(=O)c1ccc2c(c1)n(C)c(=O)n2C | -1% | 0 | 3 | -2% | -13 | 3 | -1.4% | 3% | 1
CCc1ccc(NC(=O)Cn2c(=O)n(CCC(=O)NCCc3ccc(Cl)cc3)c(=O)c3ccccc32)cc1 | -3% | -6 | 2 | -7% | -1 | -1 | 1.0% | 0% | -16
CC(C(=O)O)c1n[nH]c(=O)c2ccccc12 (centres undefined) | 1% | 2 | 2 | -2% | -2 | -6 | -0.4% | 4% | -8
O=C1CS(=O)CN1c1ccc(Oc2ccccc2)cc1 (centres undefined) | 0% | 0 | 3 | 2% | 3 | -1 | 1.0% | -6% | -14
NNC(=S)NCc1ccccc1 | -2% | 7 | 1 | u | 1 | 2 | -2.3% | 2% | 10
C=CCn1c(SCC(=O)NC2CCCC2)nc2c([nH]c3ccccc32)c1=O | -3% | x | 2 | 1% | -3 | -2 | -0.8% | 0% | 18
CCOC(=O)C1(Cc2cccc(OC)c2)CCCN(Cc2ccc(NC(C)=O)cc2)C1 (centres undefined) | -5% | 1 | 1 | -11% | -4 | 1 | -2.8% | 2% | 1
COc1ccc(CNC(=O)C(c2ccccc2F)N(C(=O)c2csnn2)C2CC2)cc1 (centres undefined) | -5% | 5 | 3 | -7% | -3 | -6 | -0.5% | -2% | 15
O=C1Nc2ccccc2C(=O)C1(Cl)Cc1ccccc1 (centres undefined) | 1% | x | x | -19% | x | 4 | 1.0% | -5% | x
Cc1c(C(=O)NCC2CCCO2)oc2ccc(Br)cc12 (centres undefined) | 1% | 11 | 7 | -4% | 0 | -4 | 3.0% | -1% | 5
CCOC(=O)C1=C(CP(=O)(c2ccccc2)c2ccccc2)NC(=O)NC1c1ccc(OC)cc1 (centres undefined) | -4% | 0 | 2 | -18% | 4 | 0 | 2.0% | 3% | 5
C[C@H](CO)N1C[C@H](C)[C@@H](CN(C)Cc2ccccc2)OCc2cnnn2CCCC1=O | -4% | x | x | -12% | x | -2 | x | 0% | x
COC(=O)[C@H](CCSC)NC(=O)Nc1ccc(OC)cc1 | -2% | -6 | 1 | -6% | 3 | 1 | 1.2% | 1% | 3
Cc1ccc2c(C(=O)CN3CCOCC3)c(C)[nH]c2c1 | -2% | x | 0 | -10% | 0 | 3 | 1.4% | 0% | 5
CC(=O)N1CCN(C(=O)c2cccc(NS(=O)(=O)c3ccc(Br)cc3)c2)CC1 | -1% | -5 | 0 | -3% | 0 | -9 | 0.8% | 1% | -13
Cc1n[nH]c(C)c1S(=O)(=O)N1CCCC(C(=O)NC2CCCc3ccccc32)C1 (centres undefined) | -2% | -3 | 2 | -1% | x | 2 | 3.1% | 3% | -11
O=[N+]([O-])c1cc(S(=O)(=O)Oc2ccccc2)ccc1Cl | -14% | x | x | 11% | x | 8 | x | -10% | x
CSc1ccccc1OCc1cc(C(=O)N2CCN3CCCC3C2)no1 (centres undefined) | 6% | -4 | 2 | 3% | -6 | -1 | -5.5% | 0% | -24
CCC(NS(=O)(=O)c1cn(C)nc1C)c1ccccc1 (centres undefined) | -4% | 10 | 1 | -7% | 0 | -1 | 2.1% | 0% | x
CCc1ccccc1NC(=S)N=Nc1c(O)n(C)c2ccc(S(=O)(=O)N3CCOCC3)cc12 | -3% | 12 | 2 | -5% | 3 | 5 | -0.6% | -3% | -4
O=C(COn1nnc2ccccc21)N1CCN(Cc2ccccc2)CC1 | 2% | -2 | 1 | -2% | 0 | 1 | -4.8% | -1% | -8
COc1nc(OC)nc(N2CCC(C(=O)Nc3cccc4ccccc34)CC2)n1 | 0% | 13 | -1 | -13% | 5 | -5 | 1.4% | 1% | -18
Cc1cnc(C(=O)OCC(=O)c2cccc3ccccc23)cn1 | -3% | 0 | 1 | 5% | 2 | -1 | 2.7% | 2% | 9
CC(=O)c1ccc(N2CCN(S(=O)(=O)c3cn(C)cn3)CC2)cc1 | -1% | 7 | 3 | -7% | -3 | -6 | 0.0% | 0% | 1
CC1CCCN(C(=O)Cn2c(=O)oc3cc(S(=O)(=O)N4CCCCC4)ccc32)C1 (centres undefined) | -4%&-3% | -3&-12 | 1&0 | -3%&-7% | 4&-2 | -2&-7 | -0.3%&0.0% | -5%&-10% | 27&7
COc1ccc(CC(=O)Nc2ccc(C(=O)NCC(C)C)cc2)cc1 | -3% | 0 | 9 | -5% | -5 | -1 | 0.6% | 1% | 5
O=C(c1cccc(Br)c1)N1CCN(S(=O)(=O)N2CCCCCC2)CC1 | -3% | -2 | 8 | -7% | -2 | -7 | -0.8% | -1% | 4
CCOc1ccc(-c2cc3c(=O)n(Cc4nc(-c5ccc(OC(C)C)cc5)oc4C)ccn3n2)cc1Cl | 0% | 17 | 2 | 0% | 0 | -17 | 5.9% | 3% | -36*
CN(C)c1ccc(NC(=O)COC(=O)c2cc(Cl)ccc2[N+](=O)[O-])cc1 | 0% | -4 | -2 | 6% | -6 | 4 | 0.4% | 0% | -19
O=C(NC1CCCCCC1)C1CCCN(S(=O)(=O)c2cnc[nH]2)C1 (centres undefined) | -5% | 16 | 1 | 3% | x | 0 | 0.1% | 1% | -3
CC(C)NC(=O)NC(=O)COc1ccc(Br)cc1Br | -11% | 3 | 3 | 6% | 0 | 2 | 3.7% | -13% | -21
CCCc1cc(=O)[nH]c(SCC(=O)N2CCc3ccccc3C2)n1 | -4% | 8 | 4 | -1% | -6 | -3 | 0.9% | -6% | 7
Brc1cccc(OCCCN2CCCCCC2)c1 | 0% | -31 | 8 | 9% | -14 | -15 | -1.1% | -6% | -7
Cc1ccc(C)c(S(=O)(=O)N2CCN(CC(=O)Nc3sccc3C#N)CC2)c1 | -4% | x | 0 | 2% | 2 | 1 | 0.1% | 1% | 7
O=C(CCCc1nc2ccccc2s1)NC(c1ccccc1)c1ccccc1 | -4% | -26 | 11 | -2% | -3 | 2 | 3.9% | 1% | 11
COc1ccc(CC(=O)N(C)CC(=O)Nc2ccccc2Cl)cc1S(=O)(=O)N1CCOCC1 | -1% | -10 | 0 | 4% | -5 | 0 | 0.3% | 0% | 5
COc1cc(C2NC(=O)NC(C)=C2C(=O)OCC2CCCCC2)cc(Cl)c1O (centres undefined) | -3% | 10 | 2 | 1% | -13 | -1 | 0.2% | 1% | -4
CCOC(=O)C1(CC2CCCCO2)CCN(C2CCSCC2)CC1 (centres undefined) | 2% | -3 | 6 | -6% | -4 | -5 | 0.7% | -2% | -26
Cc1ccc(NC(=O)COC(=O)CCC(=O)c2cccs2)c(Br)c1 | -2% | 0 | 0 | -8% | -1 | -8 | -1.1% | 2% | -2
Cc1c(Cl)cccc1NC(=O)Nc1ccc(C(N)=O)cc1 | -3% | 8 | -1 | -14% | -3 | -6 | 4.9% | 1% | 1
O=C(CN(C(=O)CCC(=O)Nc1nccs1)c1ccc(F)cc1)NCc1ccc2c(c1)OCO2 | -5% | -1 | 1 | 4% | 0 | -10 | 0.3% | 0% | 18
CCN1C[C@@H]2[C@@H]3C(=O)N(C)C(=O)[C@@H]3[C@](C)(C1=O)N2C(=O)c1ccccc1 | -2% | x | x | 2% | x | -3 | x | 0% | x
CC(=O)C1=C(O)C(=O)N(CCC(=O)O)C1c1ccc(Cl)cc1Cl (centres undefined) | 0% | 8 | 0 | -1% | -1 | -5 | 15% | -1% | 8
Cc1ncoc1C(=O)NC1CC(C)(C)Cc2c1cnn2-c1ccccc1 (centres undefined) | -1% | -3 | 0 | 2% | -6 | -2 | 4.6% | 1% | -7
c1csc(-c2noc(CN3CCOCC3)n2)c1 | 0% | 1 | 2 | -22% | -2 | -5 | 0.8% | 0% | 11
O=C1CC[C@@]23CCCN2C(=O)CCCC3C1 (some centres undefined) | -2%&-3% | x | x | -1% | x | -2 | x | 0% | x
CCOC(=O)c1sc2nccc(OC)c2c1N=CNOC | -3% | 11 | 2 | 14% | -1 | -7 | 22% | -1% | 1
O=C(NC1CCCN(Cc2ccc(Cl)cc2)C1)C1CCC1 (centres undefined) | -2% | -1 | 2 | -2% | -3 | -6 | 2.2% | 0% | -7
CCOCCc1nn2c(=O)cc(COC(=O)c3ccc(NC(=O)c4ccc(F)cc4)cc3)nc2s1 | -4% | 2 | -1 | -1% | 0 | -10 | 3.6% | -2% | 8
COc1ccc(Cl)cc1NC(=O)CNc1ccccc1CN(C)C1CCCCC1 | -3% | -18 | 3 | -3% | -1 | -9 | 0.5% | 1% | 4
COc1ccc(O)c(/C=N/NC(=S)Nc2cccnc2)c1 | -1% | 1 | 5 | 0% | -7 | 2 | 5.4% | -20% | -2
CC(C)(C)c1ccc(OCC(=O)N/N=C/c2cc(Br)ccc2OC(=O)c2ccco2)cc1 | -2% | 0 | 3 | u | -4 | -3 | 0.4% | 0% | 1
COc1cccc(NC(=O)CSc2nnc(NC(=O)c3ccco3)s2)c1 | 5% | -7 | 0 | -5% | -1 | -18 | -0.4% | -7% | -9
CCN1CCN(C(=S)Nc2ccc3nc(N4CCN(CC)CC4)cc(C)c3c2)CC1 | -3% | -4 | 5 | -18% | -10 | 7 | 1.9% | 1% | -1

One compound at a time, from the list above. Values in the order: Glioma ERSR ind	D2 PAM	D1 ag	Vif-APOBEC3F blk	D1 PAM	LDHA inh	RXFP1 agonist	Vif-APOBEC3G blk	D1 antag
`COc1ccc(O)c(/C=N/NC(=S)Nc2cccnc2)c1` as listed: -1%	1	5	0%	-7	2	5.4%	-20%	-2
`c1csc(-c2noc(CN3CCOCC3)n2)c1` as listed: 0%	1	2	-22%	-2	-5	0.8%	0%	11
`CCN1C[C@@H]2[C@@H]3C(=O)N(C)C(=O)[C@@H]3[C@](C)(C1=O)N2C(=O)c1ccccc1` as listed: -2%	x	x	2%	x	-3	x	0%	x

From PubChem BioAssay
